Compound activity deposited in PubChem by National Center for Advancing Translational Sciences (NCATS).
EPAC2 ag = qHTS for Agonist of cAMP-regulated guanine nucleotide exchange factor 4 (EPAC2): primary screen; 0.079% of 360,000 active; EPAC2 activation, biochemical qHTS; response scale: 100% = 6.5 mM cAMP response; Potency, µM (series often up to 154 µM), inactives show at the highest dose activation, hits mostly activators; also: potency is read from the fitted curve at half-maximal effect; nearly all actives have a fitted effect of over 50% in size
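Setup: EPAC2 100 nM, labeled Rap1B complex 250 nM, free GDP 50 uM. Compound titrations pinned in, brief spin, 5 min room temperature incubation. Kinetic fluorescence read over 30 min, normalized to 6.5 mM cAMP.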
aSyn yeast inh = qHTS of alpha-syn Inhibitors. Yeast expressing alpha-synuclein, growth rescue, BacTiter-Glo, 24 h. Potency, µM (titrated, usually from 46.1 µM), without a hit: top-dose growth rescue (activation), hits mostly activators. 0.14% of 370,000 active. AID 652106, 2013; also: potency is read from the fitted curve at half-maximal effect; % of control where 0% means no effect; nearly all actives have a fitted effect of over 65% in size
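Galactose-induced alpha-syn yeast (OD600=0.02, raffinose-pregrown) + pinned cpd, 24 hr, 30 deg C; growth by BacTiter-Glo luminescence. Growth restoration scores as activation.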
FUS yeast rescue = qHTS for Suppressors of FUS Proteinopathy: Primary screen using FUS-linked yeast assay; Potency, µM (top dose mostly 76.6 µM), for inactives: at the highest dose growth rescue (activation), usual class: activators; 0.24% of 390,000 active; S. cerevisiae FUS-expressing, growth rescue, OD600, 24 h;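 also: potency is read from the fitted curve at half-maximal effect; plate controls were DMSO vehicle for no effect and reference control for full effect; nearly all actives have a fitted effect of over 55% in size; some results filed as inactive show a strong effect at the top dose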
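Galactose (2%) drives FUS expression in yeast precultured in raffinose; seeding density OD 0.005. Test compounds incubated 24hr at 30C and 99% humidity before absorbance at 600 nm was measured.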
DRD3 antagonist = qHTS of D3 Dopamine Receptor Antagonist: qHTS | D(3) dopamine receptor (Homo sapiens), P35462 | D3R cells, DiscoveRx beta-arrestin luminescence, antagonist mode; stronger effect = lower value | max response, negative = inhibition, % | 2.5% of 360,000 active; in the data active = max response below about -50%; inconclusive = no clear call, values can overlap the other calls; also: % is scaled to controls: 0 for no effect and ±100 for the full control effect; mostly tested at two doses, the higher about 12 µM
Target sequence (P35462 whole entry, looked up): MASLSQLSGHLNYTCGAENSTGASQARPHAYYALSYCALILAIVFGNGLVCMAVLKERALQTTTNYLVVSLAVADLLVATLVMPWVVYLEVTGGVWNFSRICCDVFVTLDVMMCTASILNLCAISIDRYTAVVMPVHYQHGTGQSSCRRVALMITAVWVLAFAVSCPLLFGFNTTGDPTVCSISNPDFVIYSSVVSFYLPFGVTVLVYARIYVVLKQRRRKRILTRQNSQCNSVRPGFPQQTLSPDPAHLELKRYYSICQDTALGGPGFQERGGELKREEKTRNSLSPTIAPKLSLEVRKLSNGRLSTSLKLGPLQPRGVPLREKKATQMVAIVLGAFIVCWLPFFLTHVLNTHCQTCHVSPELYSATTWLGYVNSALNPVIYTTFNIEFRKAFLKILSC
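Cells expressing the human receptor were seeded at 1500 cells/well, incubated overnight at 37 degrees C in 5% CO2, then exposed to library compounds with dopamine controls for 90 minutes at 37 degrees C before luminescent detection.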
D3 ag = qHTS of D3 Dopamine Receptor Agonist: qHTS | D(3) dopamine receptor (Homo sapiens), P35462 | D3R DiscoveRx beta-arrestin cells, luminescence, 90 min | max activation, % | 0.58% of 410,000 active | AID 652048, 2013; in the data active = max activation above about 30%; also: 0% is about no effect; mostly tested at two doses, the higher about 12 µM
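Agonist-mode cell screen: cells plated at 1500/well and incubated overnight at 37 °C, then exposed to library compounds for 90 min at 37 °C. Detection reagent was added for 30–60 min at room temperature, and luminescence was read.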
EPAC2 antag = qHTS for Antagonist of cAMP-regulated guanine nucleotide exchange factor 2 (EPAC2): primary screen; 0.18% of 360,000 active; AID 720708, 2013; EPAC2 GEF exchange of Rap1B-BODIPY-GDP, fluorescence; Potency, µM (top dose mostly 114 µM), inactives show top-dose activity, negative = inhibition, hits mostly inhibitors; Rap guanine nucleotide exchange factor 4 (Homo sapiens), Q8WZA2; also: potency is read from the fitted curve at half-maximal effect; % is scaled to controls: 0 for no effect and ±100 for the full control effect; nearly all actives have a fitted effect of over 45% in size; many of its hits are not listed in these tables
Abeta rescue = qHTS for compounds that reverse cellular toxicity of Amyloid beta (A-beta) peptide in yeast: Primary Screen. yeast expressing A-beta42, growth rescue, OD600, 48 h; response scale: 0% DMSO, 100% iron-clioquinol control. Potency, µM (series often up to 46.1 µM), for the others: at the top dose growth rescue, actives largely listed as activators. 0.063% of 410,000 active; also: potency is read from the fitted curve at half-maximal effect; nearly all actives have a fitted effect of over 55% in size
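Yeast A-beta toxicity model in growth medium with pinned compounds, 48 h at 30 C; growth read as absorbance at 600 nm. Normalized to FeCl3/clioquinol equimolar mix (positive) and DMSO (negative).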
TDP-43 yeast inh = qHTS of TDP-43 Inhibitors. TDP-43 expressing yeast growth rescue, BacTiter-Glo, 24 h. Potency, µM (doses to about 46.1 µM), for inactives: top-dose growth rescue (activation), actives largely listed as activators. 1.8% of 410,000 active. AID 652104, 2013; also: potency is read from the fitted curve at half-maximal effect; % of control where 0% means no effect; nearly all actives have a fitted effect of over 50% in size
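Yeast expressing TDP-43 (pregrown in raffinose, seeded at OD600=0.02 in galactose medium) exposed to compounds 24 hr at 30 deg C. Growth read by BacTiter-Glo luminescence; rescue of toxicity appears as increased signal.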
Starred values were filed as active, the others as inactive; ? = inconclusive; / = not tested or not shown; & = joins results of further samples; [ ] = remark or other dose. Unless noted, calls follow the shape of the dose curve; as a rule, active = well fitted curve in the direction sought with a large enough effect; inconclusive = small, poorly fitted or top-dose-only effect, or another doubt; inactive = no such curve, though single readings can be large; an effect the other way counts as inactive or inconclusive. These rows are one share of the data, so the mix of outcomes need not match the whole.

structure	EPAC2 ag	aSyn yeast inh	FUS yeast rescue	DRD3 antagonist	D3 ag	EPAC2 antag	Abeta rescue	TDP-43 yeast inh
Cc1ccc(S(=O)(=O)N(CC(=O)NCCSc2ccccn2)c2ccccc2F)cc1	13%	2%	17%	8	-19	-2%	0%	-6%
O=C(NCc1cc(C(F)(F)F)ccc1F)C1CCC(=O)N(C2CCCCCC2)C1 (stereo unspecified)	-2%	-1%	45%	19	2	-3%	7%	2%
COCCCNC(=O)CC(NS(=O)(=O)c1ccc(OC)cc1)c1ccc(OC)cc1 (stereo unspecified)	12%	3%	/	50	6	10%	2%	7%
COc1ccc2ccccc2c1/C=N/NC(=O)CC1(C)OCCCO1	6%	-15%	7%	10	-2	0%	-4%	-24%
O=C1c2cc(O)c(O)cc2S(=O)(=O)C1c1ccccc1 (stereo unspecified)	4%	-2%	-30%	8	8	23%	-15%	1%
NC(=O)c1cc(S(=O)(=O)N2CCCC2)ccc1OCCOc1ccccc1	16%	0%[1.84 µM]	1%	11	4	-3%	4%	18%
COc1ccc(CC(=O)N(Cc2ccccc2)c2ccccc2)cc1S(=O)(=O)N1CCOCC1	1%	2%	26%	46	4	-12%	-20%	0%
CC(O)CNc1nc(N)[nH]c(=O)c1N=Nc1ccccc1 (stereo unspecified)	5%	0%	20%	-14	-10	6%	-13%	21%
CCCCN(C)S(=O)(=O)c1ccc(C(=O)Nc2nnc(C3=COCCO3)o2)cc1	-2%	0%	39%	-18	-1	-8%	-4%	28%
CCCn1nnnc1NCc1ccc(CC)cc1	-1%	-7%	10%	3	-6	6%	-8%	0%
CCc1nnc(NC(=O)CSc2nnc(COc3cccc(C)c3)o2)s1	-6%	-6%	9%	-9	3	6%	14%	10%
N/C(=N\OC(=O)CCCOc1ccc(Cl)cc1Cl)c1ccncc1	5%	21%	24%	1	8	-28%	-5%	?
Cc1cccc2nnc(-c3ccccc3)n12	-1%	3%	-5%	-6	1	13%	0%	-3%
COc1cc(CNc2nc(C)c([N+](=O)[O-])c(C)c2C#N)cc(OC)c1OC	8%	9%	3%	27	2	6%	?	0%
CCOC(=O)NC(NC(=S)Nc1ccccc1[N+](=O)[O-])C(Cl)(Cl)Cl (stereo unspecified)	15%	7%	-5%	?	-14	0%	4%	-15%
Cc1c(NS(=O)(=O)c2cc([N+](=O)[O-])ccc2Cl)c(=O)n(-c2ccccc2)n1C	10%	-9%	10%	-6	4	-3%	12%	6%
Cc1cccc(OCc2nnc(SCc3cc(=O)n4cc(Br)ccc4n3)o2)c1	8%	2%	33%	43	-5	-3%	-20%	20%
CN(C)C1(CNC(=O)COc2ccc([N+](=O)[O-])cc2)CCCCC1	/	/	-22%	/	-10	/	-7%	5%[9.22 µM]
CCc1nc(SCC(=O)c2cccs2)c2oc3ccccc3c2n1	14%	/	11%	-2	8	-1%	7%	4%
Nc1c(-c2nc(-c3ccc(Cl)cc3)no2)nnn1-c1ccc(C(F)(F)F)c(Cl)c1	/	/	-19%	/	-5	/	-4%	-1%
Cc1nc(N2CCN(C(=O)c3ccc(Cl)cc3)CC2)c(C#N)c2c1COC(C)(C)C2	17%	6%	22%	-5	5	9%	-25%	24%
CCCOc1ccc(OCCSc2nnc(N)s2)cc1	-6%	0%	-13%	0	-4	-15%	11%	27%
CCc1c(CN2CCN(c3cccc(C)c3)C(C)C2)csc1C (stereo unspecified)	/	/	-16%	/	-30	/	1%	6%
C[n+]1ccc(/C=C/c2ccc(Br)cc2)cc1	-6%	-12%	/	-14	0	10%	-8%	0%
COCCCN1C(=O)c2[nH]nc(-c3ccccc3O)c2C1c1ccc(OC)cc1 (stereo unspecified)	/	/	32%	/	-3	/	-9%	12%
Cc1ccc(-n2c(C)nn(CCOc3ccccc3)c2=O)cc1	8%	5%	-9%	-1	-13	2%	6%	17%
COCCNC(=O)C(=O)Nc1ccc2nc3n(c(=O)c2c1)CCCCC3	/	/	-22%	/	2	/	-12%	?
COc1ccc(OC)c(NC(=O)Cn2c(CCC(=O)O)ccc2-c2cccs2)c1	8%	3%	23%	-1	7	3%	4%	6%
Cc1nn(-c2nc3ccccc3s2)c(N)c1-c1ccccc1	6%	-19%	-12%	18	2	8%	4%	-3%
CCC1SC(CC)C(=O)N(CC(=O)NCc2ccc(F)cc2)C1=O (stereo unspecified)	4%	16%	-4%	7	8	5%	14%	17%
COCCCNC(=O)CNC(=S)N(Cc1ccccc1F)C1CCCCC1	2%	2%	20%	4	2	-2%	6%	-8%
Nc1cc(-c2ccc(Br)cc2)nn1S(=O)(=O)c1cccc2nsnc12	15%	?	37%	-9	-5	-8%	-1%	?
CN(Cc1ccccc1)S(=O)(=O)c1nnc(NC(=O)c2ccccc2)s1	1%	-2%	-9%&-9%	0	-9&-15	0%	3%&-13%	-2%&7%
COC(=O)c1ccc(-c2csc(NC(=O)C3=COCCO3)n2)cc1	5%	-6%	40%	-1	3	-1%	3%	25%
COc1ccc(OC)c(CNS(=O)(=O)c2cc(-c3onc(C)c3C)ccc2C)c1	/	/	36%	/	10	/	-9%	23%
COc1ccc(OC)c(NC(=O)C2(C)CCN2Cc2ccc(OC)c3ccccc23)c1 (stereo unspecified)	5%	-24%	18%	8	7	-4%	-18%	15%
CNC(=S)N1N=C(c2ccc(OC)cc2)CC1c1ccccc1Cl (stereo unspecified)	8%	-14%	-3%	-6	6	5%	2%	3.2µM*
Cc1ccc(/C=N/NC(=S)N2CCOCC2)cc1	-4%	0%	/	5	29	5%	?	22µM*
O=c1cc(CN2CCN(c3ccc(F)cc3)CC2)c2cc3c(cc2o1)CCCC3	-2%	4%	10%	-21	-38	7%	12%	-20%
O=c1cc(-c2ccc(O)cc2)oc2c(O)c(O)c(O)c(O)c12	4%	-4%	-3%	-4	1	-14%	-20%	15%
CC(=O)OC(C(=O)N1CCN(c2ccccc2F)CC1)c1ccccc1 (stereo unspecified)	1%	9%	22%	7	3	0%	28%	0%
O=c1cc(-c2ccc(O)cc2)oc2c(C3OCC(O)C(O)C3O)c(O)c(C3OC(CO)C(O)C(O)C3O)c(O)c12 (stereo unspecified)	6%	-3%	-17%	7	3	-1%	5%	10%
CC(NC(C)c1ccccc1Cl)C(=O)Nc1cccc(S(=O)(=O)N2CCCCC2)c1 (stereo unspecified)	6%	2%	-6%	8	-4	11%	-15%	4%
CCC(C)NC(=O)c1nn(-c2ccc(C)cc2)nc1CO (stereo unspecified)	/	/	-4%	/	9	/	-5%	18%
O=C(O)c1cccc(S(=O)(=O)Nc2cccc3ccccc23)c1	7%	0%	3%	3	6	-23%	10%	4%
CSc1nnc(-c2cc(C)on2)n1-c1ccccc1	4%	-1%	/	-22	-2	11%	-8%	9%
Cc1c(C(=O)NCc2cccc(Cl)c2)sc2nc3n(c(=O)c12)CCC3	/	/	-15%	/	-3	/	-14%	?
COc1ccc(-c2ccc(CN3C(C(C)C)C(=O)N(Cc4cn(CCC5OCCCO5)nn4)CCS3(=O)=O)cc2)cc1OC (stereo unspecified)	18%	-2%	33%	-11	1	-2%	-1%	9%
CCOC(=O)C1CCN(S(=O)(=O)c2c[nH]c(=O)[nH]c2=O)CC1	-3%	1%	6%	10	0	14%	-6%	-24%
Cc1cc(C)cc(OCC(=O)Nc2cc(NC(=O)COc3cc(C)cc(C)c3)cc(C(=O)O)c2)c1	-12%	4%	26%	16	9	-5%	1%	22%

Next part:
structure	EPAC2 ag	aSyn yeast inh	FUS yeast rescue	DRD3 antagonist	D3 ag	EPAC2 antag	Abeta rescue	TDP-43 yeast inh
N#Cc1ccccc1NC(=O)c1ccccc1OCC(=O)Nc1ccc2c(c1)oc1ccccc12	0%	11%	29%	9	3	-8%	4%	2%
COc1ccc(CNC(=O)CN(C(=O)c2csnn2)c2ccccc2F)cc1	11%	-8%	0%	-14	9	11%	16%	-3%
CCN(CC)c1ccc(/C=N/n2c(=S)[nH]nc(C)c2=O)cc1	10%	-2%	4%	30	-7	-6%	-4%	3%
CCN(CC)C(=O)CCCc1c[nH]c2ccccc12	-1%	1%	-3%	10	-8	-10%	2%	-19%[9.22 µM]
Cc1c(C)n(CCc2ccccc2)c2ncnc(NCCCO)c12	-1%	0%	-18%	23	6	-10%	-12%	9%
CCn1c(=O)c(C(=O)NNS(=O)(=O)c2ccc(Cl)cc2)c(O)c2ccccc21	15%	-11%	/	-10	7	-10%	4%	-27%
CC(C)(C)c1nnc(NC(=O)CCS(=O)(=O)c2ccccc2)s1	8%	4%	4%	10	1	4%	-9%	21%
O=S(=O)(c1ccc(Cl)s1)N1CCCCC1	2%	7%	-8%	18	3	-1%	-3%	10%
